# MT1-MMP act inh: MT1-MMP (human) activation inhibition | P50281 | 360,000 compounds, 0.061% hits | AID 651647 | HT1080 RFP-PRO-GFP cells, GFP/RFP ratio fluorescence, overnight; percent of plate control window, DMSO zero | GFP/RFP ratio change, % at 20 µM;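 active means GFP/RFP ratio change of at least 30% with cell ATP level not reduced by more than half and red fluorescence within 50% of control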; further: strong numbers were not always called active
#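 Read-out: GFP/RFP fluorescence ratio; Test system: RFP-PRO-GFP reporter HT1080 cells; Compound dosing: single-point 20 µM compound, 1% DMSO; Times: overnight compound exposure at 37 °C.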
# bovine MsrA act: activators of bovine methionine sulfoxide reductase A. purified bovine MsrA, absorbance read-out. 360,000 compounds, 0.3% hits. activation, % at 10.6 µM; in the data active means activation above about 7.5%;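 further: 0% = vehicle and 100% = reference activator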
# MsrA inhibitor: inhibitors of bovine MsrA. 360,000 compounds, 0.75% hits. inhibition, % at 15.5 µM. purified bovine MsrA, absorbance read-out; in the data active means inhibition above about 4.5%;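 further: 0% = vehicle wells with enzyme and 100% = reference inhibitor wells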
# FAS-TE inh: blocks the thioesterase domain of human fatty acid synthase; P49327; recombinant FAS-TE, OMFH fluorogenic substrate, fluorescence endpoint; inhibition, % at 15 µM; 360,000 compounds, 0.67% hits;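 active means compounds whose normalised, plate-corrected inhibition of enzyme fluorescence in the single-dose primary screen is 50% or more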;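 further: 0% = DMSO with enzyme and 100% = substrate without enzyme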
# Neddylation inh: inhibitors of human cullin neddylation; P61081+Q13564; TR-FRET cullin neddylation, biochemical; calls only at 25 µM; 360,000 compounds, 0.58% hits; AID 651699; in the data active means inhibition above about 36%
# SKN-1 block: inhibitors of C. elegans SKN-1; AID 624304; C. elegans VP596 Pgst-4::GFP/RFP ratio, acrylamide-induced, 24 h; inhibition, % at 21.8 µM; 360,000 compounds, 0.49% hits;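 active means interference check ratio from 0.5 to 1.5 plus GFP to RFP signal ratio inhibition reaching or exceeding a fixed threshold, cut at about 30% in these data, passing the limit was not always enough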; further: some compounds called inactive have numbers as strong as hits
# Rin1-Abl PPI inh: inhibitors of human Rin1-Abl protein interaction | TR-FRET Rin1/Abl binding, biochemical | inhibition, % at 7.35 µM | 360,000 compounds, 0.4% hits; in the data active means inhibition above about 5%, passing the limit was not always enough
# CendR NRP1 mod: NRP-1/CendR interaction modulation; inhibition, % at 25 µM; FAM-RPARPAR peptide binding to NRP-1, fluorescence polarization; 360,000 compounds, 0.85% hits;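 active means inhibition or corrected inhibition above about 18%, plus a signal ratio from 0.5 to 1.5, limit read from the data, passing the limit was not always enough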; further: strong numbers were not always called active
# E coli Lon inh: inhibitors of E. coli Lon protease | purified E. coli Lon protease, fluorescence polarization | inhibition, % at 7.94 µM | 360,000 compounds, 0.42% hits | AID 602123; in the data active means inhibition above about 13%, passing the limit was not always enough;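 further: 0% = enzyme with probe and DMSO and 100% = no enzyme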
# Target sequence (P0A9M0 whole entry, looked up): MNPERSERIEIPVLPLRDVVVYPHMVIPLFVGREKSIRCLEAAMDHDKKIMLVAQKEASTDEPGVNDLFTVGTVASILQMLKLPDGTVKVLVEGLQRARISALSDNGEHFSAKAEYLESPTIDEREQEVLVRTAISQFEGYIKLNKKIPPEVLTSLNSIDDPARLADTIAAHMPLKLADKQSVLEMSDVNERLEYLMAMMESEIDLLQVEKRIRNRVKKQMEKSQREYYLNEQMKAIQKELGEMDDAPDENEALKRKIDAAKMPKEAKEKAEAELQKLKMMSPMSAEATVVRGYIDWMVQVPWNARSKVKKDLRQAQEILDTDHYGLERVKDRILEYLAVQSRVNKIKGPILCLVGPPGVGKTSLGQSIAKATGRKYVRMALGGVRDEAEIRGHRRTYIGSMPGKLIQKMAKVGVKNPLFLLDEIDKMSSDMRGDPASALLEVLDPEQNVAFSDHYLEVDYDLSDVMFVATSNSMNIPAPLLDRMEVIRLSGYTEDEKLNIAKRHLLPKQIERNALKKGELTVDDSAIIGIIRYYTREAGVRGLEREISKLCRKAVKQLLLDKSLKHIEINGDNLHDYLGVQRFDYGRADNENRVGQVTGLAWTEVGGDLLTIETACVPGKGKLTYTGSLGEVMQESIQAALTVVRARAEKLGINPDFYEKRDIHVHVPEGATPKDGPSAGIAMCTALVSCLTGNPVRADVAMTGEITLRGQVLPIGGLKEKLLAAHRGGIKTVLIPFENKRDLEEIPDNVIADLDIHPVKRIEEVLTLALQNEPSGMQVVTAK
# * marks the source's active call; other numbers are inactive results; i = inactive; . = no result given.
SMILES,MT1-MMP act inh,bovine MsrA act,MsrA inhibitor,FAS-TE inh,Neddylation inh,SKN-1 block,Rin1-Abl PPI inh,CendR NRP1 mod,E coli Lon inh
CC(C)c1ccc(S(=O)(=O)NCc2ccc3c(c2)OCO3)cc1,-1,-1,-0.4,12,i,-6,-1,7,-7
C1=C(CCNCC2CC2)CCCC1,0,-1,.,-8,i,-17,2,-16,1
COc1ccc(C)cc1S(=O)(=O)NCC(c1ccco1)N1CCc2ccccc2C1 (centres undefined),0,-2,1.6,23,i,0,3,14,-3
Cc1cc(Cl)ccc1NC(=S)NCCCN1CCCC1=O,0,0,0.2,-4,i,-4,0,-1,-5
CC(C)n1ncc2c(C(=O)N3CCN(Cc4cccs4)CC3)cc(C3CC3)nc21,-3,-3,0.4,0,i,8,3,-11,-7
O=C(CN(CCO)c1ccccc1)Nc1ccc(Cl)c(S(=O)(=O)N2CCOCC2)c1,7,-2,-0.2,-3,i,2,1,-12,14
CN(C)S(=O)(=O)c1ccc(S(=O)(=O)NC2CCOC(C)(C)C2)cc1 (centres undefined),-2,-9,0.7,-10,i,2,0,10,-10
CCCn1c(=O)c(C(=O)NCc2ccncc2)c(O)c2ccccc21,0,-3,1.3,-7,i,-19,-3,-4,-1
COc1cccc(CC(=O)Nc2nc(-c3ccc(F)c(F)c3)cs2)c1,0,-3,1.6,34,i,8,2,19,-2
CC(=O)Nc1cc(C)c(S(C)(=O)=O)c(C)c1,0,-1,0.3,-6,i,-1,-1,-2,-11
CCn1cnc2cc(NCc3ccc(C)cc3)ccc21,14,-1,-0.6,-6,i,1,6,16,117*
Cc1ccc(-c2nnn(CC(=O)N(c3ccccc3F)C(C(=O)NC3CCCC3)c3ccco3)n2)o1 (centres undefined),-5,-9,.,15,i,-6,3,-1,1
COc1ccc(Cc2nnc(SCC(=O)NCCc3ccccc3)o2)cc1,-1,5,0.1,-2,i,-2,1,10,-3
CCc1ccc(C(O)c2ncc(-c3ccc(C(F)(F)F)cc3)[nH]2)cc1 (centres undefined),8,-8,1.7,-7,i,7,2,24,3
Cc1ccc(F)cc1NC(=O)N1CCNC(=O)C1CC(=O)Nc1cc(Cl)ccc1Cl (centres undefined),3,-3,-0.7,2,i,-1,-1,19,-3
O=C(O)CCCCCNS(=O)(=O)c1ccc2c3c(cccc13)C(=O)N2,-2,-5,0.9,-9,.,5,-1,10,-8
CCCCc1nc(N2CCOCC2)c(C#N)c2c1CCCC2,-1,-4,0.8,24,i,-6,-3,0,-6
COc1ccc(-c2cc(C(=O)NCC3CCCCC3)[nH]n2)c(C)c1,1,2,0.0,5,i,-1,2,18,8
N#Cc1c(-c2ccc(Cl)cc2)c(-c2ccc(Cl)cc2)nn(CCOC(=O)CCC(=O)O)c1=O,9,0,2.5,1,i,10,2,14,-6
CCNC(=O)C1(C)CCCN(C(=O)c2nc3ccccc3s2)C1 (centres undefined),2,-7,0.3,-2,i,-6,-1,19,-2
N#Cc1ccccc1OCC(=O)NC1CCCCC1,0,0,0.4,-6,i,27,-1,11,4
Cc1noc(C)c1NC(=O)Nc1ccc2c(c1)C(=O)N([C@H](C)CO)C[C@H](C)[C@@H](CN(C)S(C)(=O)=O)O2,2,-7,-1.9,2,i,-2,2,-8,4
O=C(/C=C/c1ccccc1)c1ccc2c(c1)OCCCCO2,-4,-4,1.6,3,i,3,1,-2,-2
O=C(Cc1cccs1)Nc1nnc(SCC(=O)NC2CCCCC2)s1,-4,0,-0.1,-4,i,-11,-1,-26,-17
CN(C)/C=C1\N=C(c2ccc3c(c2)OCO3)OC1=O,-5,-6,6.1*,-2,i,21,-3,3,-2

# Filtered by structure, those above with a thiophene ring, fused or not (two)
SMILES,MT1-MMP act inh,bovine MsrA act,MsrA inhibitor,FAS-TE inh,Neddylation inh,SKN-1 block,Rin1-Abl PPI inh,CendR NRP1 mod,E coli Lon inh
CC(C)n1ncc2c(C(=O)N3CCN(Cc4cccs4)CC3)cc(C3CC3)nc21,-3,-3,0.4,0,i,8,3,-11,-7
O=C(Cc1cccs1)Nc1nnc(SCC(=O)NC2CCCCC2)s1,-4,0,-0.1,-4,i,-11,-1,-26,-17

# The main list resumes, repeating the 6 entries before the break.
SMILES,MT1-MMP act inh,bovine MsrA act,MsrA inhibitor,FAS-TE inh,Neddylation inh,SKN-1 block,Rin1-Abl PPI inh,CendR NRP1 mod,E coli Lon inh
CCNC(=O)C1(C)CCCN(C(=O)c2nc3ccccc3s2)C1 (centres undefined),2,-7,0.3,-2,i,-6,-1,19,-2
N#Cc1ccccc1OCC(=O)NC1CCCCC1,0,0,0.4,-6,i,27,-1,11,4
Cc1noc(C)c1NC(=O)Nc1ccc2c(c1)C(=O)N([C@H](C)CO)C[C@H](C)[C@@H](CN(C)S(C)(=O)=O)O2,2,-7,-1.9,2,i,-2,2,-8,4
O=C(/C=C/c1ccccc1)c1ccc2c(c1)OCCCCO2,-4,-4,1.6,3,i,3,1,-2,-2
O=C(Cc1cccs1)Nc1nnc(SCC(=O)NC2CCCCC2)s1,-4,0,-0.1,-4,i,-11,-1,-26,-17
CN(C)/C=C1\N=C(c2ccc3c(c2)OCO3)OC1=O,-5,-6,6.1*,-2,i,21,-3,3,-2
Cc1cc(C)c(NC(=O)C(C)OC(=O)c2cc(Br)c(Br)s2)c(C)c1 (centres undefined),-2,-3,-0.7,2,i,0,1,6,-2
COC(=O)c1cn(NC(=O)C2CCCCC2)c(=O)c2ccccc12,3,4,0.4,0,i,15,1,6,3
CC(=O)N1CCC(=NNc2ccc(S(N)(=O)=O)cc2[N+](=O)[O-])CC1,10,-5,1.4,-10,i,-7,-11,-9,-10
CCc1nc2ccc(C(=O)NCCCN(C)C)cn2c1N(C)Cc1ccc(OC)cc1,-6,-4,-1.7,-6,i,5,-1,-4,2
NC(=O)c1cc(C(=O)c2ccc(Cl)cc2Cl)c[nH]1,-7,-1,2.1,-2,i,9,2,-19,0
Cc1ccc(C)c(NC(=O)CCC(=O)N2CCOc3ccccc32)c1,-3,2,-0.4,1,i,-11,-1,-14,-1
CCCCNc1nc2ccccc2nc1NS(=O)(=O)c1ccc(F)cc1,5,-6,0.5,1,i,-3,-2,0,5
S=C(c1nc2ccccc2[nH]1)N1CCOCC1,1,2,-0.4,-4,i,-12,2,6,-3
CC(=O)c1sc(NS(=O)(=O)c2ccc(C)cc2)nc1C,2,-16,3.8,-2,i,-2,0,8,-7
Cn1c(=O)oc2cc(S(=O)(=O)Nc3ccccc3)ccc21,0,-4,0.0,-5,i,5,0,3,-2
CCC(C)C(=O)Nc1nnc(-c2cccs2)s1 (centres undefined),0,-1,1.3,-2,i,0,0,-4,-8
OCC(O)CNC(=S)NC1CCCCC1 (centres undefined),-1,-4,0.3,-8,i,-11,-1,10,2
CC1CN(c2cnn(C(C)C)c(=O)c2Cl)CC(C)O1 (centres undefined),3,-8,1.3,-4,i,10,0,3,-3
O=C(Nc1ccc(C(=O)N2CCC(N3CCOCC3)CC2)cc1)c1ccc(Br)o1,5,1,-0.7,-10,i,-10,-3,-4,22
Cc1ccc2c(c1)C1(SCCS1)C(=O)N2,-7,0,0.8,-9,i,13,-2,-17,-6
CCCCC[C@@H](C)N1C[C@H](COCc2ccccc2)Oc2cc(N3CCC[C@@H]3COC)ccc2S1(=O)=O,-6,-2,0.4,25,i,17,.,3,4
Cc1ccc(NC(=O)CN2c3cccc4cccc(c34)S2(=O)=O)cc1S(=O)(=O)N1CCOCC1,3,-5,-0.1,32,.,15,0,-21,-23
O=C(CN1CCCCCC1)OCCN=C1NS(=O)(=O)c2ccccc21,4,-2,.,-5,i,-9,-1,7,-4
COc1ccc(NC(=O)C23CC4CC(CC(Cl)(C4)C2)C3)cc1S(=O)(=O)N1CCOCC1,-4,-1,0.2,3,i,-2,4,14,-5
CC(C)(C)NC(=O)C1(C)CCC(=O)N1C1CCN(Cc2ccccc2)CC1 (centres undefined),4,-2,-0.7,-13,i,16,7,1,0
COCC1CCN(C(=O)CCc2nnc(CCCCc3ccccc3)o2)CC1,4,-4,-0.5,0,i,0,1,0,-2
Cc1nnc(NC(=O)c2nc(S(=O)(=O)Cc3ccccc3C)ncc2Cl)s1,2,-7,-0.2,0,i,-1,-2,-19,2
CC(CC(=O)Nc1cc(C(F)(F)F)ccc1Cl)c1ccccc1 (centres undefined),-1,-8,0.1,24,i,10,3,-2,-9
CC(C)[C@H](NC(=O)N1c2ccccc2NC(=O)[C@@H]1C(C)C)C(=O)N1CCC(C(=O)O)CC1,1,-1,0.4,-2,i,3,-1,4,-5
CCCCNC(=O)CS(=O)Cc1nc(-c2cccc(C)c2)oc1C (centres undefined),1,-2,-1.1,-5,i,21,1,-7,-3
SMILES,MT1-MMP act inh,bovine MsrA act,MsrA inhibitor,FAS-TE inh,Neddylation inh,SKN-1 block,Rin1-Abl PPI inh,CendR NRP1 mod,E coli Lon inh
COc1cc2c(cc1OC)CN(C(=O)CCNC(=O)c1ccc(Br)cc1)CC2,0,-3,0.5,-5,i,-6,1,6,-4
CC(=O)c1cccc(NC(=O)C(C)OC(=O)c2cc(C)oc2C)c1 (centres undefined),3,-3,-0.8,-1,i,17,0,-13,6
CC(C)C(=O)NCc1cc(-c2ccccc2)no1,-8,-2,0.4,1,i,-13,4,5,-1
Cc1noc(/C=C/c2ccccc2F)c1S(=O)(=O)N1CCC(C(=O)N2CCN(C)CC2)CC1,0,2,-0.5,-4,i,8,2,7,-10
COc1ccccc1N1CCN(C(=O)C2Cc3ccccc3CN2C(=O)c2ccco2)CC1 (centres undefined),10,-12,0.8,-4,i,-13,3,3,0
COc1cc2c(cc1NC(=O)C(C)OC(=O)c1ccc(S(=O)(=O)Nc3ccccc3Cl)cc1)oc1ccccc12 (centres undefined),-2,-2,0.1,34,i,5,5,1,-4

# Compound activity deposited in PubChem BioAssay by several laboratories.
